CCT modulator – modulators of cytosolic chaperonin (CCT/TRiC) activity. purified chaperonin ATPase assay, HTRF ADP detection, 30 min. activity change, % (test concentration not listed), hits read low. AID 651819. actives 0.3% (n = 360,000); in the data active = activity change below about -30%; note: % is set by controls: 0 for no effect and ±100 for the full control effect
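We incubate TRiC, 40 or 20 nM final, with library compounds at 76 uM and 10 uM ATP for 30 min at 37 °C. ADP formed is detected with Transcreener HTRF reagents after 30 min at room temperature.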
MmCpn inh – M. maripaludis TRiC chaperonin inhibition; purified Mm-Cpn ATPase, ADP Transcreener TR-FRET; Potency, µM (top dose mostly 76.9 µM), for the others: top-dose activity, negative = inhibition, usual class: inhibitors; actives 0.031% (n = 330,000); AID 504842; note: potency is the fitted concentration of half-maximal effect; % is set by controls: 0 for no effect and ±100 for the full control effect; nearly all actives have a fitted effect of over 80% in size
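TR-FRET (320 nm excitation; 590 and 665 nm emission) reports ADP made from 10 uM ATP by 25 nM enzyme; compounds were preincubated 10 min, reaction run 30 min, both at 37°C.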
A549 tox – kills or reduces viability of A549 cells in Nrf2 counter-screen; A549 ARE-Fluc cells, CellTiter-Fluor viability, 18-24 h; Potency, µM (series often up to 46 µM), for inactives: at the top dose activity change, negative = cytotoxicity, hits mostly inhibitors; actives 0.16% (n = 390,000); AID 504648; note: potency is the fitted concentration of half-maximal effect; % is set by controls: 0 for no effect and ±100 for the full control effect
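A549 ARE-Fluc cells in 5% FBS OPTI-MEM, 5000 cells/well, rested 2 h then exposed to compounds in concentration-response for 18-24 h at 37 °C. Viability by CellTiter-Fluor fluorescence (Ex 405/Em 525) after 30 min; luciferase luminescence (BugLite, 15 min, RT) read afterwards.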
Abeta rescue – restores growth of yeast expressing A-beta42 peptide | yeast expressing A-beta42, growth rescue, OD600, 48 h; response scale: 0% DMSO, 100% iron-clioquinol control | Potency, µM (titrated, usually from 46.1 µM), for inactives: at the top dose growth rescue, actives largely listed as activators | actives 0.063% (n = 410,000); note: potency is the fitted concentration of half-maximal effect; nearly all actives have a fitted effect of over 55% in size
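Yeast growth medium received pinned compounds, then yeast cells expressing toxic A-beta were added; plates incubated at 30 C for 48 hr. Growth read as absorbance at 600 nm, normalized to DMSO and equimolar FeCl3 plus clioquinol controls.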
HepG2 viability – kills HepG2 cells in TGF-b inhibitor counter-screen; Potency, µM (top dose mostly 46.1 µM), for inactives: top-dose activity change, negative = cytotoxicity, hits mostly cytotoxic; HepG2 CAGA-GFP viability, ATP luminescence, 18 h; AID 588856; actives 0.76% (n = 410,000); note: potency is the fitted concentration of half-maximal effect; some results filed as inactive show a strong effect at the top dose
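HepG2 CAGA-GFP cells (1000/well, DMEM with 1% FBS) received compound, then TGF-beta at 500 pg/mL final, and were incubated 18 hours at 37 degrees C. Viability was read by CellTiter-Glo luminescence. Media-only wells were set as complete cell-killing and DMSO as no toxicity.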
TGFb SMAD3 inh – blocks TGF-b signaling; HepG2 CAGA-GFP TGF-b/SMAD3 reporter, GFP fluorescence, 18 h; TGF-beta stimulated, 500 pg/mL final; Potency, µM (titrated, usually from 46.1 µM), for inactives: top-dose activity, negative = inhibition, usual class: inhibitors; actives 1.2% (n = 410,000); AID 588855; note: potency is the fitted concentration of half-maximal effect; % is set by controls: 0 for no effect and ±100 for the full control effect; nearly all actives have a fitted effect of over 65% in size
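Per well, imaged GFP fluorescence of HEPG2 CAGA-GFP cells gives the signal; cells get compound, then TGF-beta (500 pg/mL final), 18 h at 37 degrees C; %Activity versus -TGF-beta and +DMSO controls.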
Nrf2 inh – inhibitors of Nrf2 signaling. A549 ARE-Fluc reporter, luciferase luminescence, 18-24 h. Potency, µM (top dose mostly 46 µM), for the others: at the top dose activity change, negative = inhibition, most hits filed as inhibitors. actives 2.1% (n = 360,000). AID 504444; note: potency is the fitted concentration of half-maximal effect; % is set by controls: 0 for no effect and ±100 for the full control effect; nearly all actives have a fitted effect of over 60% in size
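Nrf2 activity is the BugLite luminescence, read 15 min after reagent at room temperature, following CellTiter-Fluor cytotoxicity readout (30 min, 37C). Compound titrations were applied for 18-24 h to 5000 A549 ARE_Fluc cells/well in 5% FBS OPTI-MEM.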
pAkt inh – Akt phosphorylation inhibition; actives 0.32% (n = 360,000); activity change, % for hits at 50 µM; Neuro2A IGF-stimulated pAkt S473 HTRF, 20 min; hits give low values; in the data active = activity change below about -80%; inconclusive = mostly about -51% to -80%; note: % is set by controls: 0 for no effect and ±100 for the full control effect
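Neuro2A cells in DMEM with 0.5% FBS, overnight at 37 deg C, given compound at single 50 µM final, then IGF (6 nM final) for 20 min at 37 deg C. Lysed; phospho-Akt Ser473 by HTRF after 24 h, 665/615 ratio.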
Nrf2 activator – activates Nrf2 signaling; AREc32 ARE-luciferase reporter (MCF7-derived line), luminescence, 24 h; actives 0.31% (n = 410,000); AID 624171; Potency, µM (highest dose often 46.1 µM), for inactives: at the highest dose activation, actives largely listed as activators; note: potency is the fitted concentration of half-maximal effect; % of control where 0% means no effect; nearly all actives have a fitted effect of over 65% in size
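Luciferase luminescence (Steady-Glo, 30 min at room temperature) served as the read-out of ARE activation in AREc32 cells treated with compounds for 24 hr at 37 deg C.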
Starred values were filed as active, the others as inactive; i = inactive; u = inconclusive; x = no result given; & = joins results of further samples; [ ] = dose if it differs, or a comment. Unless noted, calls come from the whole dose curve; as a rule, active = well fitted curve in the direction sought with a large enough effect; inconclusive = small, poorly fitted or top-dose-only effect, or another doubt; inactive = no such curve, though single readings can be large; an effect the other way counts as inactive or inconclusive.

SMILES	CCT modulator	MmCpn inh	A549 tox	Abeta rescue	HepG2 viability	TGFb SMAD3 inh	Nrf2 inh	pAkt inh	Nrf2 activator
CCCCOC(=O)/C=C\C(=O)OCCCC	0.7	0.1%	-6.6%	-11.6%	-1.7%	4.9%	-0.9%	i	-1.4%
Cc1ccc(-c2noc(CCC(=O)NC3CC3)n2)cc1	-1.5	3.1%	-0.1%	4.9%	-32.9%	-5.1%	12.4%	i	2.0%
CCOC(=O)N1CCC(NC(=O)c2cc3c(-c4ccc(Cl)cc4)nn(C)c3s2)CC1	-0.9	-2.6%	3.5%	1.2%	6.7%	-0.5%	-4.8%	i	0.1%
CCOC(=O)C1=C(N)Oc2cc(C)n(CCc3ccc(OC)c(OC)c3)c(=O)c2C1c1cccnc1 (stereo not given)	-4.3	-0.1%	4.7%	-20.1%	-8.0%	-29.8%	15.1%	i	4.9%
O=C(Nc1ccc(Br)cc1)c1cccc(N2C(=O)C3CCCCC3C2=O)c1 (stereo not given)	-0.8	0.3%	-10.1%	-0.9%	-1.5%	-6.5%	-6.8%	i	2.4%
CN(CC(=O)Nc1c(Cl)cccc1Cl)C(=O)c1ccncc1	-2.2	0.4%	-7.4%	-4.9%	3.6%	0.0%	4.0%	i	-1.5%
CN(CC(=O)Nc1ccc(F)c(F)c1F)C(=O)CCN1C(=O)C2CCCCC2C1=O (stereo not given)	-0.2	-6.7%	9.1%	-0.7%	-14.3%	4.5%	11.1%	i	-0.8%
Cc1c(C)c2cc(Cl)c(O)c(CN(C)C)c2oc1=O	-1.8	u	21.9%	10.8%	-27.0%	35.1%[activator]	7.0%	i	-0.8%
COC(=O)c1cccc(Cn2nnc3ccccc3c2=O)c1	-2.6	1.3%	2.7%	6.0%	11.1%	-1.2%	x	i	2.7%
O=C(N1CCCCCC1)N1CCN(S(=O)(=O)N2CCCCC2)CC1	1.6	0.3%	-3.5%	14.3%	2.0%	0.0%	x	i	-0.5%
CCCCOc1ccc(C(=S)N2CCC(C(N)=O)CC2)cc1	-1.9	-2.8%	1.9%	-10.8%	-11.3%	-10.5%	u	i	1.7%
Cc1nc2c(nc1C)C(=O)c1ccccc1C2=O	-1.2	x	u	-73.5%[inhibitor]	3.55µM*	2.24µM*	16.4µM*	i	-2.5%
COCCCN1C(=O)c2ccc(C(=O)OCC(=O)N(CCC#N)c3cc(C)cc(C)c3)cc2C1=O	-2.1	0.3%	0.1%	1.4%	0.8%	20.7%	16.7%	i	0.2%
COc1ccc(C(=O)Nc2cc(C)nn2-c2ccc(C)cc2)cc1	-2.7	0.2%	-0.5%	-16.4%	-1.5%	-13.1%	-10.5%	i	1.9%
COc1ccc(OC)c(C(=O)Cn2c3[n+](c4ccc(C(F)(F)F)cc42)CCCCC3)c1	-1.4	-3.0%	5.4%	-13.0%	-2.1%	1.6%	-6.4%	i	-0.3%
CC1(C)Cc2nc3oc4c(N(CCO)Cc5ccccc5)ncnc4c3cc2CO1	-0.3	0.1%	5.1%	-2.1%	-22.3%	-1.3%	u	i	1.0%
CCOC(=O)c1ccccc1NC(=O)COc1ccccc1	-1.4	2.5%	8.3%	-21.7%	1.4%	15.4%	20.8%	i	2.0%
Cc1ccc(S(=O)(=O)c2nc(S(C)(=O)=O)sc2N2CCC(C)CC2)cc1	0.5	-2.7%	-2.3%	-6.4%	-7.8%	-8.3%	3.1%	i	u
CC(CN1CCOCC1)OC(=O)/C=C/c1ccccc1 (stereo not given)	-2.2	-2.2%	10.0%	-18.5%	22.5%	0.0%	u	i	1.8%
Cc1cccc(OCC(=O)N/N=C/C=C/c2ccco2)c1	0.7	0.7%	-1.2%	0.0%	-10.7%	u	12.1%	i	22.4µM*
COc1ccc2c(c1OC)C(=O)OC2n1c(O)c(N=NC(C)=O)c2ccccc21 (stereo not given)	-0.3	2.0%	3.6%	6.7%	6.6%	1.7%	0.7%	i	-0.4%
COc1ccc(OC(C)C(=O)NCc2nc(-c3cccc(C)c3)no2)cc1 (stereo not given)	x	x	0.3%	-1.3%	-17.7%	u	-21.3%	x	3.3%
COc1ccc(C(CNC(=O)c2ccc(S(=O)(=O)N3CCCC3)cc2)N(C)C)cc1OC (stereo not given)	0.5	-12.2%	8.8%	-3.1%	9.2%	0.8%	25.2%	i	-1.1%
O=C(c1ccc(Cl)cc1)N1CCCC(c2ccccc2)=N1	0.7	-0.8%	0.0%	-44.6%[inhibitor]	-18.5%	-9.5%	5.7%	i	-0.5%
CC(C)(C)NC(=O)C(=O)N/N=C/c1ccc(F)cc1	-0.6	1.0%	1.6%	2.3%	3.0%	-18.7%	u	i	-0.8%
O=C(CNC(c1ccccc1)c1ccccc1)Nc1cc([N+](=O)[O-])ccc1Cl	0.0	-2.8%	0.7%	14.1%	5.5%	u	4.3%	i	3.9%
N=c1oc2ccc3ccccc3c2cc1-c1nc(-c2ccccc2)cs1	-0.3	0.6%	-3.0%	-1.1%	0.0%	127.8%[activator]	-3.3%	i	2.1%
CCOC(=O)N1CCN(C(=O)CSc2nnc(COc3ccc(Cl)cc3)o2)CC1	0.3	0.7%	6.5%	10.1%	-10.2%	-9.3%	-9.9%	i	2.1%
Cc1cccc(NC(=O)[C@@H]2CCCN2S(=O)(=O)c2ccc(Cl)cc2)c1	-1.5	2.1%	-12.2%	-1.4%	-0.8%	1.2%	-18.4%	i	-0.5%
COc1ccc(Cl)cc1C(=O)Nc1ccc2nc(Nc3cccc(Cl)c3)cc(C)c2c1	x	x	-2.2%	u	-28.0%	-3.2%	5.3%	x	0.0%
CCN(CC)CCN1C(=O)C(=O)/C(=C(/O)c2cnn(-c3ccccc3)c2C)C1c1ccc(C)o1 (stereo not given)	0.5	-2.6%	-5.1%	-14.8%	-11.2%	13.2%	14.7%	i	0.7%
Cn1ncc(C#N)c1/N=C/N1CCOCC1	-1.9	2.5%	5.5%	-6.1%	9.1%	-4.1%	-10.0%	i	-0.5%
Cc1ccc(C(=O)C[n+]2cc(Br)cc(Br)c2)cc1[N+](=O)[O-]	-4.3	-1.0%	5.7%	-7.4%	-45.3%	0.0%	14.7%	i	3.3%
Cc1cc(C(c2nnnn2Cc2ccccc2)N2CCOCC2)c(C)n1-c1ccc2c(c1)OCO2 (stereo not given)	-1.4	3.9%	-3.1%	23.9%	-37.5%	-7.4%	u	i	u
O=C(NCC1CCCO1)c1ccccc1-c1nc(-c2ccccc2)no1 (stereo not given)	2.4	0.3%	-5.8%	-4.5%[9.22 µM]	-2.7%	15.6%	x	i	6.1%
COc1ccccc1CNC(=O)c1cccc(N(C)C)c1	-0.8	-1.9%	-12.3%	-13.7%	-4.0%	-5.6%	17.6%	i	2.3%
O=C(COC(=O)Cc1ccc(Cl)cc1)NCc1ccc2c(c1)OCO2	2.1	-0.8%	-0.3%	-2.5%	-92.3%	22.7%	3.4%	i	-1.2%
CC1(C)CC(=O)CC(C)(C)N1OC(=O)c1ccncc1	-4.4	0.5%	-3.9%	11.3%	-0.5%	-7.2%	-2.8%	i	0.2%
Cc1nn(CCCC(=O)NCc2ccccc2Br)c(=O)c2c1sc1ccccc12	x	x	1.2%	-7.0%	2.8%	-7.9%	10.7%	x	0.4%
COc1cc(OC)c2c(-c3ccccc3)cc(=O)oc2c1C(CCN1CCOCC1)c1ccc2c(c1)OCO2 (stereo not given)	-3.2	0.4%	-14.6%	-6.8%	-30.2%	u	-18.7%	i	9.0%
CCOC(=O)CCCCCN(Cc1ccccc1)S(=O)(=O)c1ccc([N+](=O)[O-])cc1	0.1	2.7%	10.2%	-3.7%	-9.3%	-9.3%	9.6%	i	-1.1%
CCN(CC)CCn1c2ccccc2c(=O)c2c(O)ccc(O)c21	-1.8	x	-13.4%	-17.9%	20.1%	-4.6%	3.0%	i	9.3%
CC(=O)NC1CC2CCCC(C1)N2C(=O)Nc1c(C)cccc1C (stereo not given)	0.0	x	x	6.2%	-15.7%	0.2%	x	i	-0.9%
Cc1ccc(NC(=O)CCc2c(C)nc3cc(-c4ccccc4)nn3c2C)cc1F	x	x	0.9%	-1.0%	-5.5%	1.2%	u	x	-3.2%
CCOc1ccc(NC(=O)c2ccc(-c3ccccc3)s2)cc1	x	x	2.4%	3.0%	-3.6%	-0.6%	8.2%	x	0.3%
CN1CCN(C(=O)c2ccccc2-c2nc(-c3ccc(Cl)cc3)no2)CC1	-1.2	-0.3%	-2.3%	3.0%	8.1%	0.2%	11.9%	i	13.8%
COc1ccc(CCNC(=O)COC(=O)c2ccc(N3CCCC3=O)cc2)cc1OC	4.0	-1.2%	-1.6%	-13.7%	-15.7%	7.4%	-16.3%	i	-0.6%
CCOc1cc(S(=O)(=O)NC2CC(C)(C)NC(C)(C)C2)ccc1F	-1.2	1.3%	u	24.2%	0.0%	1.8%	2.5%	i	0.2%
COC(=O)C[C@H]1c2cc(C(F)(F)F)ccc2S(=O)(=O)N1C1CCCC1	-0.8	x	9.9%	-5.7%	-3.8%&2.3%	-11.5%&-13.7%	7.2%	i	-1.0%
Cc1cccc(N2CCN(C(=O)c3cc4c(=O)oc5ccccc5c4s3)CC2C)c1 (stereo not given)	x	x	2.4%	-25.6%	-22.6%	6.2%	-0.6%[9.27 µM]	x	-0.7%
Cc1cc2oc(C(=O)Nc3nonc3C)c(C)c2cc1C	-0.4	-1.4%	-0.4%	-3.6%	0.1%	5.0%	u	x	2.3%

Screening data (PubChem)
